ERp5 inh: blocks human ERp5 reductase activity on insulin. ERp5 insulin aggregation, absorbance 650 nm, 90 min. Q15084. 350,000 tested, 0.05% active. inhibition, % at 9.99 µM;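 active = mean replicate inhibition above about 25%, with every replicate also reaching it, limit read from the data, passing the limit was not always enough; inconclusive = only one of those two criteria met; inactive = neither criterion met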
Target sequence (Q15084 whole entry, looked up): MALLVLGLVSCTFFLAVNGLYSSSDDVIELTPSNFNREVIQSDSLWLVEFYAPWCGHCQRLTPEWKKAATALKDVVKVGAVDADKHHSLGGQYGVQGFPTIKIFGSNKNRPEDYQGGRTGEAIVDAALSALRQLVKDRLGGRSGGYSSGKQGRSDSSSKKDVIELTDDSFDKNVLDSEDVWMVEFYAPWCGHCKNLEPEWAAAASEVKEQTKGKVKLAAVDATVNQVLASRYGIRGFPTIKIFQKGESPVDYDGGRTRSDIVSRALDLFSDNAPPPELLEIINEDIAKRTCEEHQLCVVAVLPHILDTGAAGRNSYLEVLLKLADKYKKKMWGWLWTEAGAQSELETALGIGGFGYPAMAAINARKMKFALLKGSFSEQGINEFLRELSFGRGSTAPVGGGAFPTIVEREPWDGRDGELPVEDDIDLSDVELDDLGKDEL
Cneo AK release: causes C. neoformans cell lysis; 360,000 tested, 0.2% active; lysis activity, % at 15 µM; adenylate kinase release luminescence, 4 h; normalised: neutral wells 0, clomiphene wells 100;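 active = mean lysis activity across replicates of at least 80%, whatever share of replicates individually reach that level; inactive = mean lysis activity below 80%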
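Test system: log-phase Cryptococcus neoformans yeast cells; Quantity: yeast cell density of 5 × 10^6 cells/mL; Buffer or medium: YPD; Doses: single compound concentration per well; Timing: 4 h at 37 °C static, read 1 h later; Measured by: AK luminescence; Read-out basis: lysis from increased AK signal; Control set: Clomiphene as positive control.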
esBAF inh: blocks esBAF chromatin remodeling in mouse ES cells; reporter increase, % at 12.5 µM; AID 602393; 350,000 tested, 2% active; Bmi1-luciferase knock-in reporter, 24 h; 100% = twice the neutral-well signal; in the data active = activation above about 40%; inconclusive = no clear call, values can overlap the other calls;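 note: 0% = median of the plate's neutral control wells and 100% = double that signal; a rise in the Bmi1 reporter signal indicates esBAF inhibition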
miR-122 sensor: inhibitors of miR-122 in Huh7 cells. Huh7 miR-122 Renilla luciferase sensor, 48 h; neutral wells = 0, positive control = 100. activation (reporter increase), % at 12.5 µM. 340,000 tested, 0.3% active;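 active = mean replicate activation score at least 90 and every replicate individually at or above 90; inconclusive = only one of the two criteria met; inactive = neither criterion met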;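 note: higher luciferase means less miR-122 activity so hits act as miR-122 inhibitors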
SIRT5 inh: sirtuin-5 (human) deacylase inhibition | Q9NXA8 | Purified SirT5, succinyl-peptide AMC, trypsin-coupled fluorescence | inhibition, % at 15 µM | 330,000 tested, 1.1% active; in the data active = inhibition above about 15%; inconclusive = no clear call, values can overlap the other calls
Target sequence (Q9NXA8 whole entry, looked up): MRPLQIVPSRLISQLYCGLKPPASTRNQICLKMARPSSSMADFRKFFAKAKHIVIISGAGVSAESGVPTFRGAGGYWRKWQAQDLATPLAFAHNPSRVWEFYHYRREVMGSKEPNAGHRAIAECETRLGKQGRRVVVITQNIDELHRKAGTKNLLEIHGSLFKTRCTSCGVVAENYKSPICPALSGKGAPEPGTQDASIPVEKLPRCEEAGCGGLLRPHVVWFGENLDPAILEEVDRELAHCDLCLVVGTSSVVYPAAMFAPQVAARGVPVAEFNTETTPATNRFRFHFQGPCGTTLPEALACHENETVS
C2C12 statin: suppressors of simvastatin-induced myotoxicity in C2C12 myotubes; 330,000 tested, 0.78% active; rescue of ATP level, % at 7.49 µM; ATP luminescence, 48 h; scaled: DMSO 0, geranylgeraniol control 100; AID 602340;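 active = mean ATP rescue above about 67%, or every replicate alone reaching that limit, limit read from the data, passing the limit was not always enough; inconclusive = no clear call, values can overlap the other calls; inactive = mean under the limit and some replicate under it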;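 note: myotubes were challenged with 10 µM simvastatin during compound exposure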
ARNT-TACC3 inh: disrupts binding between human ARNT and TACC3. AlphaScreen His-ARNT PAS-B/GST-TACC3 binding, luminescence; TACC3 fragment carries E629A point mutation. 390,000 tested, 0.66% active. inhibition, % at 9.99 µM;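 active = mean inhibition of replicates at least 50% and at least half of replicates each reaching 50%; inconclusive = half or more replicates reach 50% but mean below 50%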;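 note: 0% = complete ARNT plus TACC3 wells and 100% = ARNT alone without TACC3; many hits fall short of the cut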
Starred values were filed as active, the others as inactive; ? = inconclusive; · = not tested or not shown; [ ] = remark or other dose.

| mol | ERp5 inh | Cneo AK release | esBAF inh | ARNT-TACC3 inh | miR-122 sensor | SIRT5 inh | C2C12 statin |
| --- | --- | --- | --- | --- | --- | --- | --- |
| C[C@@H]1C(c2cccc(Cl)c2)=NN(c2ccccc2)[C@H]1C(=O)N1CCOC1=O | -12.0 | -0.1 | 2.2 | -9.3 | -1.5 | -6.7 | 15.2 |
| O=C(c1ccccc1)c1ccc[nH]1 | -2.4 | -0.2 | 5.8 | -1.2 | 1.6 | · | 11.7 |
| CCSc1nc(-c2ccc(OC)cc2)cc(-c2ccccc2)c1C#N | -1.4 | 0.1 | -5.0 | 2.2 | 2.7 | -5.3 | -31.4 |
| CCC1CCCCN1CCCNC(=O)c1cn(C)c2ccc(S(=O)(=O)N3CCOCC3)cc2c1=O (stereo unspecified) | -5.7 | 0.3 | -0.3 | 3.6 | 8.3 | -3.8 | 4.0 |
| CN(C(=O)c1cccc(NC(=O)Cc2cccc(NC(=O)C3CCCN(C(=O)C4CCC4)C3)c2)c1)C1CC1 (stereo unspecified) | 1.2 | -0.3 | 8.9 | -0.6 | -2.2 | 1.4 | -17.4 |
| COCCNC[C@@H]1[C@@H](c2ccccc2)[C@@H](CO)N1c1nc(C)c(C)s1 | 0.5 | -14.9 | -3.4 | -5.0 | 14.3[16.7 µM] | 12.9 | 3.7 |
| O=C(COC(=O)c1ccc2c(c1)OCCO2)NCc1ccccc1 | · | -1.6 | -2.0 | 3.0 | -0.3 | · | -8.9 |
| Cc1ccc(Nc2cccccc2=O)cc1 | · | -3.5 | 54.7* | · | -2.8 | · | 2.3 |
| Cc1ccc(NC(=S)Nc2c(C)n(C)n(-c3ccccc3)c2=O)cc1Cl | 3.5 | · | -7.9 | -6.9 | 4.8 | -0.7 | -12.6 |
| CCOc1ccc(CCNS(=O)(=O)c2c(C)nc3scc(C)n3c2=O)cc1OCC | 2.0 | 1.9 | 2.3 | 10.2 | -2.4 | -0.2 | -0.8 |
| CCOc1ccc(-c2n[nH]c(C)c2-c2ccccn2)c(O)c1 | 8.7 | · | -5.4 | 13.8 | 3.6 | 2.7 | -10.8 |
| O=C(CNCc1cccs1)Nc1cc(S(=O)(=O)N2CCCC2)ccc1Cl | 2.5 | 1.5 | -2.6 | -0.7 | 12.4 | · | 3.0 |
| CCOC(=O)c1c(C)n(S(=O)(=O)c2ccc(C)cc2)c2ccc(O)c(C(=O)O)c12 | 0.9 | -0.1 | 0.0 | 8.7 | -0.3 | -1.1 | -2.9 |
| Nc1nc(SCc2ccc(Cl)cc2Cl)nc2nc3c(cc12)CCCC3 | 3.1 | · | · | 3.0 | · | 0.0 | · |
| CN1CCN(C(=O)C2=C[C@H](C3CC3)C[C@H](OCc3ccc(CO)cc3)O2)CC1 | · | 0.1 | -12.3 | -2.3 | -5.8 | · | 0.4 |
| Cc1cc(C)cc(NC(=O)c2cccc(NC(=O)C3C4CC5OC(=O)C3C5C4)c2)c1 (stereo unspecified) | 3.2 | · | · | -6.8 | 0.8 | 1.2 | · |
| COc1cccc(C(NC(C)=O)c2nc(-c3ccccc3)cs2)c1 (stereo unspecified) | 6.5 | -1.6 | 4.5 | · | 5.7 | -0.1 | 3.7 |
| C[C@@H]1CCCCO[C@H](CN(C)C)[C@H](C)CN([C@H](C)CO)C(=O)c2cc(NC(=O)c3ccccc3)ccc2O1 | 4.6 | 10.6 | 0.2 | 6.0 | -5.8[16.7 µM] | -1.9 | 28.5 |
| CC(c1ccco1)N(C(=O)c1ccc(Cl)c([N+](=O)[O-])c1)c1ccccn1 (stereo unspecified) | 0.3 | 0.6 | -1.3 | 2.4 | 2.0 | -2.0 | 4.0 |
| COc1ccc(NC(=O)c2[nH]c(C)c(C(C)=O)c2C)cc1S(=O)(=O)Nc1ccc(Br)cc1 | -7.7 | · | · | 3.0 | · | -1.4 | · |
| CCc1ccc(NC(=O)CCCn2nc(CC)n3c(cc4occc43)c2=O)cc1 | 4.1 | -1.6 | 1.6 | · | · | -0.3 | 2.8 |
| COc1ccccc1/C=C/C=O | -12.1 | -7.3 | · | -6.2 | · | 0.4 | · |
| CC1(Cc2c(Cl)cccc2Cl)C(=O)Nc2cc(-c3ccccc3Cl)ccc21 (stereo unspecified) | 0.3 | 3.6 | -1.7 | · | -1.2 | -2.5 | 1.0 |
| CCOc1ccccc1N(CC(=O)NC1CCCCC1)C(=O)c1nsc(Cl)c1Cl | -0.8 | · | · | -2.8 | · | -11.3 | · |
| C[C@H]1CN([C@@H](C)CO)S(=O)(=O)c2ccc(C3=CCCCC3)cc2O[C@H]1CN(C)C(=O)C1CC1 | 15.9 | -1.1 | 1.9 | 0.9 | 4.0[16.7 µM] | 3.6 | 12.1 |
| COCCN(Cc1cc2cccc(C)c2n2nnnc12)C(=O)C(F)(F)F | · | 5.9 | -0.4 | -0.7 | -2.7 | · | 5.7 |
| C[C@@H]1CN([C@@H](C)CO)C(=O)Cc2cc(N(C)C)ccc2O[C@@H]1CN(C)S(=O)(=O)c1ccccc1 | -7.6 | -10.2 | -4.3 | 4.1 | 2.0[16.7 µM] | -3.7 | -33.3 |
| C[C@@H]1CN([C@H](C)CO)C(=O)c2cccc(NS(=O)(=O)c3cn(C)cn3)c2O[C@@H]1CN(C)C | -2.9 | 1.1 | 5.7 | 3.7 | -4.2[16.7 µM] | 1.7 | -36.9 |
| O=C(c1cc(F)ccc1F)C1CCCN(C(=O)CCCN2CCCCC2=O)C1 (stereo unspecified) | 3.7 | · | · | -1.7 | · | -5.6 | · |
| CCN(C[C@H]1N[C@@](Cc2ccccc2)(C(=O)OC)[C@H]2C(=O)N(C)C(=O)[C@@H]12)C(=O)Nc1ccc(C)cc1 | -6.4 | 1.7 | 7.6 | 7.9 | · | · | -1.7 |

Continued.
| mol | ERp5 inh | Cneo AK release | esBAF inh | ARNT-TACC3 inh | miR-122 sensor | SIRT5 inh | C2C12 statin |
| --- | --- | --- | --- | --- | --- | --- | --- |
| CN(C)c1ccc(N/C=C/C(=O)C(F)(F)F)cc1 | 0.3 | · | · | -10.5 | · | -0.7 | · |
| CN(CC(=O)Nc1c(Cl)cccc1Cl)C(=O)CCc1nc2sc3c(c2c(=O)[nH]1)CCCC3 | -27.3 | · | -10.2 | -2.5 | -5.8 | -2.7 | -4.7 |
| COc1ccc(/C=C2/C(=O)ON=C2c2ccccc2)cc1OC | · | 4.1 | · | 14.5 | 0.5 | · | · |
| Cc1ccc(NC(=O)CNC(=O)Cc2cccc3ccccc23)nc1 | -8.5 | 8.1 | 7.2 | 5.0 | 1.9 | -6.0 | -2.5 |
| COc1ccc(NC(=O)/C(C#N)=C/c2ccc(Br)o2)cc1 | · | -0.2 | ? | 4.7 | -12.9 | · | 40.0 |
| CN(C)c1ccc(C(=O)Nc2nnc(C3=COCCO3)o2)cc1 | -4.6 | -3.3 | 0.2 | 15.0 | 3.6 | -4.2 | -5.4 |
| CNC[C@@H]1OCCCC[C@@H](C)Oc2ccc(NC(=O)Nc3ccc4c(c3)OCO4)cc2C(=O)N([C@@H](C)CO)C[C@H]1C | -1.8 | -4.7 | 1.2 | 2.2 | 2.1[16.7 µM] | 4.8 | 16.4 |
| Cc1cc(C)c(NC(=S)N2CCC(N(C)CC3CCCO3)CC2)c(C)c1 (stereo unspecified) | · | 0.7 | -2.8 | -1.5 | -5.6 | · | -13.3 |
| Cc1nn(C(=O)c2cccc([N+](=O)[O-])c2)c(C)c1Cl | 0.3 | -2.9 | -5.4 | -19.1 | 2.9 | 1.1 | -9.7 |
| C[C@@H]1CN([C@@H](C)CO)C(=O)c2cc(NS(C)(=O)=O)ccc2O[C@@H](C)CCCCO[C@H]1CN(C)C(=O)Nc1ccc2c(c1)OCO2 | 6.0 | -4.1 | 2.3 | · | -5.0 | -1.4 | -3.9 |
| Cc1ccc(S(=O)(=O)N2CCC(C(=O)NCCN3CCOCC3)CC2)cc1 | -6.9 | 1.6 | -1.0 | · | 1.2 | -5.1 | 4.7 |
| C[C@@H]1CN([C@H](C)CO)C(=O)c2cc(NC(=O)c3ccccc3)ccc2O[C@@H](C)CCCCO[C@H]1CN(C)Cc1ccccc1 | · | 6.0 | -1.2 | -3.1 | 7.1[16.7 µM] | · | · |
| COc1ccc(N2CCN(C(=O)c3ccc(-c4nc5ccccc5s4)o3)CC2)cc1 | -0.8 | -1.9 | 43.2* | 1.0 | 1.4 | 0.8 | 10.3 |
| CC(C)(C)[C@H](NC(=O)c1ccc(N)c(Cl)c1)C(=O)N1CCC[C@H]1C(=O)N[C@H](C#N)CC(=O)O | 1.6 | 0.7 | 5.0 | · | -1.1 | -5.5 | 10.3 |
| COc1nc(NCC(C)C)nc(Oc2ccc(=O)n(-c3ccccc3)n2)n1 | -14.8 | 2.4 | -1.1 | 7.1 | -5.2 | 5.0 | -11.0 |
| CC(=O)c1cccc(NC(=O)CN2C(=O)c3ccccc3C2=O)c1 | -0.3 | 1.5 | -3.1 | -1.1 | -1.3 | -2.7 | -1.3 |
| COC(=O)c1ccc(CSc2ccc3nnc(-c4cccc(F)c4)n3n2)o1 | 4.3 | 0.5 | 8.8 | 0.8 | -5.5 | · | · |
| CC(C)(C)N(Cc1cc2ccccc2[nH]c1=O)C(=O)c1cccc([N+](=O)[O-])c1 | 1.7 | -0.6 | · | -2.9 | · | -2.0 | · |
| CC(C)Cn1c(N)c(C(=O)CCl)c(=O)n(C)c1=O | 5.7 | 18.7 | -2.7 | -2.7 | · | 0.6 | 8.4 |
| O=C(O)c1cc(-c2cccs2)nn1-c1cccc(Cl)c1 | 3.3 | -1.8 | -8.2 | 0.0 | 5.7 | 0.6 | 5.2 |
| C[C@@H]1CN([C@H](C)CO)C(=O)c2cc(NC(=O)Nc3ccc(F)cc3)ccc2O[C@H]1CN(C)C(=O)Nc1cccc2ccccc12 | 2.1 | 2.1 | -5.9 | 10.0 | 3.7[16.7 µM] | 2.3 | 11.6 |
| CN1CCN(C(=O)C[C@@H]2CC[C@H]3[C@@H](COC[C@H](O)CN3CC3CCOCC3)O2)CC1 | · | 2.7 | -8.1 | 14.1 | 0.3[16.7 µM] | · | 3.6 |
| NS(=O)(=O)c1ccc(NC(=O)COC(=O)C23CC4CC(CC(C4)C2)C3)cc1 | 4.7 | · | · | -5.4 | · | -1.8 | · |
| CN(C(=O)Nc1ccccc1)n1cnc2ccccc2c1=O | 1.5 | -0.5 | · | -0.8 | -4.8 | -2.5 | · |
| C=CCn1c(SCC(=O)NCc2ccco2)nnc1C1CCCCC1 | 2.0 | 1.5 | -8.4 | · | -2.1 | 0.6 | -6.3 |
| Clc1ccc(CSc2ncn(-c3ccccc3)n2)cc1 | · | 2.4 | 57.7* | -9.7 | -3.3 | · | 4.6 |
| CCNC(=O)C[C@@H]1CC[C@H]2[C@@H](COC[C@H](O)CN2C(=O)c2ccccn2)O1 | · | -1.6 | 2.2 | 3.8 | -0.1[16.7 µM] | · | -14.7 |
| CCCOc1ccc(C(=O)NCCCn2ccnc2)cc1 | · | 0.0 | 2.1 | 2.0 | 1.6 | · | -15.8 |
| C[C@@H]1CN([C@H](C)CO)C(=O)c2cc(N(C)C)ccc2O[C@@H]1CN(C)Cc1ccc(-c2ccccc2)cc1 | -2.6 | 2.2 | 1.4 | 20.9 | -0.2[16.7 µM] | -3.5 | 17.6 |
| Cc1ccc(S(=O)(=O)N(C)C[C@H]2Oc3ccc(NC(=O)c4ccncc4)cc3CC(=O)N([C@H](C)CO)C[C@@H]2C)cc1 | 0.0 | 1.4 | -2.5 | -5.6 | -2.0[16.7 µM] | -1.8 | -25.1 |

Whole records, quoted from the list:
CC(=O)c1cccc(NC(=O)CN2C(=O)c3ccccc3C2=O)c1 is listed as ERp5 inh = -0.3; Cneo AK release = 1.5; esBAF inh = -3.1; ARNT-TACC3 inh = -1.1; miR-122 sensor = -1.3; SIRT5 inh = -2.7; C2C12 statin = -1.3
CCNC(=O)C[C@@H]1CC[C@H]2[C@@H](COC[C@H](O)CN2C(=O)c2ccccn2)O1 is listed as ERp5 inh = ·; Cneo AK release = -1.6; esBAF inh = 2.2; ARNT-TACC3 inh = 3.8; miR-122 sensor = -0.1[16.7 µM]; SIRT5 inh = ·; C2C12 statin = -14.7
